STAT1 activator – increases IFN-gamma driven STAT1 reporter signal | NIH 3T3 STAT1-luciferase reporter, luminescence; 100% = IFN-gamma alone, no compound | hit rate 2.6% among 200,000 | activation (% of control), % at 5.5 µM;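 active = activation above the screen-wide mean activation plus 3 SD, cut at about 130% in these data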;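 also: raw ratio to IFN-gamma control signal so 100% means no change and 0% no light; values of inactives mirror those of a sister screen read the other way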
RAM inhibit – yeast RAM network inhibition | AID 868 | hit rate 1.8% among 190,000 | S. cerevisiae dse1pr::URA3 reporter, 5-FOA growth OD615, 2 d; analog-sensitive cbk1-as2 kinase mutant strain | inhibition, % at 50 µM;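 active = inhibition above a set limit, 3 SD over mean compound inhibition, cut at about 8.4% in these data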;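 also: 0% = DMSO-only wells with no growth and 100% = 10 µM 1-NA-PP1 full growth; inhibition rescues growth on 5-FOA so higher OD means more RAM inhibition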
Hsp70 activator – Hsp70 transcriptional activation, primary screen; hit rate 0.04% among 200,000; activation, % at 10 µM; AID 1203; HeLa Hsp70 promoter luciferase reporter, luminescence; scaled: vehicle 0, proteasome-inhibitor control 100%;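 active = activation above the mean across all tested compounds plus 3 SD, cutoff set per campaign, cut at about 5.5% in these data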;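 also: 100% = MG132 at 30 µM as the positive control and 0% = DMSO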
STAT3 act – increases IL-6 driven STAT3 reporter signal. AID 871. hit rate 0.91% among 190,000. activation (% of control), % at 5.6 µM. U3A cells, IL-6 STAT3-luciferase reporter, luminescence; 100% = signal with IL-6 EC80 alone;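 active = activation above the screen-wide mean of compound activation plus 3 SD, cut at about 130% in these data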;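 also: 0% = background luminescence of wells with medium and substrate only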
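Material: human U3A cells carrying STAT3-luciferase construct. Measured by: reporter luminescence signal. Timing: compound 1 h, then IL-6 6 h at 37 °C.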
STAT3 blocker – STAT3 signaling inhibition. hit rate 0.89% among 190,000. inhibition, % at 5.5 µM. U3A cells, IL-6 STAT3-luciferase reporter, luminescence; host cell line lacks STAT1. AID 862;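 active = inhibition above the mean inhibition across all screened compounds plus 3 SD, cut at about 44% in these data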;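 also: 0% = DMSO only wells and 100% = 100 µM nifuroxazide control wells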
NF-kB neuron act – NF-kB expression increase, human neuronal cells | NF-kB reporter expression; stronger effect = higher value | hit rate 1.6% among 190,000 | fold change at 12.5 µM; in the data active = fold change above about 3.3
APP transl inh – APP translation inhibition; SH-SY5Y APP 5'UTR-luciferase reporter, luminescence; AID 1285; hit rate 0.82% among 190,000; inhibition, % at 2 µM;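 active = inhibition above a set limit, derived from the sample mean plus 3 SD, cut at about 45% in these data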; also: values of inactives mirror those of a sister screen read the other way
APP 5'UTR act – activates APP 5'UTR luciferase reporter | SH-SY5Y APP 5'UTR luciferase reporter, luminescence; zero percent = DMSO vehicle wells | hit rate 1% among 190,000 | activation, % at 2 µM;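 active = activation above a set limit, based on mean plus 3 SD of controls, cut at about 140% in these data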; also: values of inactives mirror those of a sister screen read the other way
STAT1 blocker – inhibitors of IFN-gamma induced STAT1 signaling. AID 920. inhibition, % at 5.5 µM. hit rate 0.35% among 200,000. NIH 3T3 STAT1-luciferase reporter, luminescence;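 active = inhibition above a set limit, the mean inhibition across all tested compounds plus 3 SD, cut at about 34% in these data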;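 also: 0% = IFN-gamma with DMSO and 100% = IFN-gamma with 300 µM nifuroxazide; values of inactives mirror those of a sister screen read the other way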
FLuc inhib CS – Photinus pyralis luciferase inhibition counter-screen | P08659 | ATPLite firefly luciferase biochemical luminescence, 10 min | inhibition, % at 10 µM | hit rate 1.5% among 200,000;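 active = inhibition above about 50% when tested at 10 µM, limit read from the data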
Target sequence (P08659 whole entry, looked up): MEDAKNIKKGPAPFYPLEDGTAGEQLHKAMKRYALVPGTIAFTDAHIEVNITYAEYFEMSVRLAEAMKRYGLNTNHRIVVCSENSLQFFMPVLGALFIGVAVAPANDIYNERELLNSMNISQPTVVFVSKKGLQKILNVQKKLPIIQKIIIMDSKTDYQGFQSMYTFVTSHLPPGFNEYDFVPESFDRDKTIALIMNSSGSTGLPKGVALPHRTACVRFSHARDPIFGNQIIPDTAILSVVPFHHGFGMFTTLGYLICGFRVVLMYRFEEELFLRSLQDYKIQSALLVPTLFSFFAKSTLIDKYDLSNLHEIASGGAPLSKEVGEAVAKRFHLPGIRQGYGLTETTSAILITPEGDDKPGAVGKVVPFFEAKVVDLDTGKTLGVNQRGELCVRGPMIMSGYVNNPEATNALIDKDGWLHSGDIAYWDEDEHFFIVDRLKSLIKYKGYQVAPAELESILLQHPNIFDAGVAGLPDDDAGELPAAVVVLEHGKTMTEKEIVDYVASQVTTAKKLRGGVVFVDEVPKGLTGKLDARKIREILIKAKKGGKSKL
The depositor's hits bear a star; x = not tested or not shown.

SMILES	STAT1 activator	RAM inhibit	Hsp70 activator	STAT3 act	STAT3 blocker	NF-kB neuron act	APP transl inh	APP 5'UTR act	STAT1 blocker	FLuc inhib CS
Cc1cc(NC(=O)CSc2ccc3c(c2)OCCO3)no1	100	0.9	-0.3	101	2	0.87	4	-4	0	-3
Cc1cccc(NC(=O)/C(=C\c2cccs2)NC(=O)c2ccccc2)c1	96	5.7	-0.1	100	9	0.8	-17	17	5	-1
Cc1ccccc1-n1c(-c2csc(C)c2C)n[nH]c1=S	93	0.6	-0.2	102	0	0.83	-30	30	8	13
O=C1c2ccccc2C(=O)N1CSc1nnc(Nc2ccccc2F)s1	106	2.8	-0.3	97	6	1.1	6	-6	-6	2
COc1cc2c(cc1OC)C(Cc1ccc(O)cc1)NCC2 (configuration not stated)	99	0.5	0.1	98	0	0.99	-1	1	1	-6
O=C(CSCc1ccc(F)cc1)Nc1ccccc1C(=O)N1CCOCC1	95	1.0	0.1	90	11	0.88	-11	11	6	-8
CCN1CCN(C(=O)CCCn2c(C)c3cnn(-c4ccccc4)c(=O)c3c2C)CC1	101	0.2	-0.4	95	14	1.1	-16	16	-1	-7
CCOC(=O)N/N=C\c1ccc([N+](=O)[O-])o1	96	0.8	-0.1	103	0	1	6	-6	4	-7
O=C(CCC1CCCN(Cc2ccncc2)C1)NCc1ccc(F)c(F)c1 (configuration not stated)	100	2.0	-0.3	99	7	1.1	-7	7	0	0
COc1ccc(N2CCN(CCNC(=O)c3ccc(NC(=O)C4CCCO4)cc3)CC2)cc1 (configuration not stated)	96	2.0	-0.2	104	2	1	-11	11	5	-3
CC1Cc2ccccc2N1C(=O)COC(=O)c1ccc(S(=O)(=O)N(C)C)cc1 (configuration not stated)	106	3.5	-0.3	102	4	1.1	-2	2	-6	-5
COc1ccccc1OCC(=O)NNC(=O)C(=O)N1CCCC1	97	-0.5	-0.1	104	-5	1.1	-21	21	3	0
Cc1nnc(SCC(=O)Nc2sc3c(c2C(N)=O)CCCC3)[nH]c1=O	98	5.7	0.6	109	-9	1.1	14	-14	2	-7
CC(C)(C)c1ccc(S(=O)(=O)n2c(CN3CCOCC3)nc3ccccc32)cc1	99	0.1	-0.4	109	-10	1.4	-8	8	1	-3
CN1CSC2=C(C#N)C(c3cccc(OCc4ccccc4)c3)CC(=O)N2C1 (configuration not stated)	98	0.9	-0.1	98	7	1.2	0	0	3	-6
COCc1cc(Sc2cccc(Cl)c2Cl)nc(-c2ccccc2)n1	99	3.7	-0.2	96	5	1.1	-8	8	1	-6
Cc1cc(-c2cc(N)n(-c3ccccc3)n2)c(C)n1C1CCCC1	112	1.0	-0.2	117	-15	0.73	-46	46	-14	20
COc1ccc(/C(N)=N/OC(=O)CSc2ccc(C)cc2)cc1OC	107	1.2	0.0	102	-1	1.1	9	-9	-8	-4
CC(NC(=O)c1cncc(Br)c1)c1ccc(S(N)(=O)=O)cc1 (configuration not stated)	99	0.9	0.6	100	5	1.3	19	-19	1	-7
O=C(CNC(=O)C1CCCCC1)Nc1cc(Cl)ccc1Cl	101	2.1	-0.2	95	9	1	9	-9	-1	-6
COc1ccc(CNS(=O)(=O)c2ccc(OC)cc2)cc1	106	0.9	-0.1	101	4	1.1	-4	4	-6	-6
CCCNCc1cc(Br)ccc1OCC(=O)NCCc1ccccc1	95	-0.5	-0.1	95	5	0.93	15	-15	6	-4
Cc1noc(C)c1C(=O)N1CCN(Cc2ccccc2)CC1	104	-0.1	-0.4	100	7	0.99	10	-10	-4	-4
O=C1C2CCCN2C(c2ccc(F)cc2)N1c1cccc(Cl)c1 (configuration not stated)	95	0.8	-0.2	96	13	1	14	-14	6	-3
O=C(NCCCN1CCCC1)C1CCC(=O)N1C1CCCCC1 (configuration not stated)	105	3.1	-0.2	106	1	1.1	7	-7	-5	-11
Cc1ccc(CNn2cnnc2SCc2ccc(F)cc2)cc1	100	0.5	-0.3	103	-1	1.3	4	-5	0	-7
CCOC(=O)c1c(C)[nH]c(C)c1C(=O)COC(=O)c1cccc(S(=O)(=O)N(CC)CC)c1	98	3.8	-0.3	99	6	0.63	6	-6	3	2
O=C(Cn1cc2c(n1)CCCC2)Nc1ccccc1Br	104	-0.3	-0.1	100	9	1.1	7	-7	-5	0
CN1CCN(C(=O)C2CCC(C)(C(=O)O)C2(C)C)CC1 (configuration not stated)	101	2.1	-0.1	106	0	1	-3	3	-4	-5
Cc1cc(N/N=C(/CCC(=O)O)C(=O)O)nc2ccccc12	98	0.5	-0.1	107	-4	1.1	-13	13	2	-3

Another view of six compounds above:
Order of results – STAT1 activator | RAM inhibit | Hsp70 activator | STAT3 act | STAT3 blocker | NF-kB neuron act | APP transl inh | APP 5'UTR act | STAT1 blocker | FLuc inhib CS
- CC(NC(=O)c1cncc(Br)c1)c1ccc(S(N)(=O)=O)cc1 (configuration not stated)
→ 99 | 0.9 | 0.6 | 100 | 5 | 1.3 | 19 | -19 | 1 | -7
- O=C(CNC(=O)C1CCCCC1)Nc1cc(Cl)ccc1Cl
→ 101 | 2.1 | -0.2 | 95 | 9 | 1 | 9 | -9 | -1 | -6
- COc1ccc(CNS(=O)(=O)c2ccc(OC)cc2)cc1
→ 106 | 0.9 | -0.1 | 101 | 4 | 1.1 | -4 | 4 | -6 | -6
- CCCNCc1cc(Br)ccc1OCC(=O)NCCc1ccccc1
→ 95 | -0.5 | -0.1 | 95 | 5 | 0.93 | 15 | -15 | 6 | -4
- Cc1noc(C)c1C(=O)N1CCN(Cc2ccccc2)CC1
→ 104 | -0.1 | -0.4 | 100 | 7 | 0.99 | 10 | -10 | -4 | -4
- O=C1C2CCCN2C(c2ccc(F)cc2)N1c1cccc(Cl)c1 (configuration not stated)
→ 95 | 0.8 | -0.2 | 96 | 13 | 1 | 14 | -14 | 6 | -3

Next results
SMILES	STAT1 activator	RAM inhibit	Hsp70 activator	STAT3 act	STAT3 blocker	NF-kB neuron act	APP transl inh	APP 5'UTR act	STAT1 blocker	FLuc inhib CS
CCc1cccc(CC)c1NC(=O)CSc1nnc(CCC(=O)O)c(=O)[nH]1	98	1.0	-0.1	100	8	0.99	-12	12	2	0
Cc1ccc(-c2cc(C(=O)NCCN3CCOCC3)no2)cc1	100	0.4	0.1	98	6	1.1	-22	22	0	2
Cn1nc(C(=O)N2CCOCC2)c2ccccc2c1=O	102	x	-0.3	96	8	x	7	-7	-2	-3
COc1ccc(/C(O)=C2\C(=O)C(=O)N(CC3CCCO3)C2c2cc(OC)ccc2OC)cc1 (configuration not stated)	101	4.8	-0.1	100	4	0.88	3	-3	-1	-6
Cc1ccc(-c2cc(-c3ccccc3C)[nH]n2)c(O)c1	94	4.6	0.1	114	-14	6.3*	-120	120	4	9
COc1ccc(CCNC(=O)CCn2c(=O)[nH]c3cc(OC)c(OC)cc3c2=O)cc1OC	94	4.1	-0.4	94	10	0.84	-11	11	6	-6
O=C(CCc1ccc(S(=O)(=O)NCCc2ccccc2)cc1)N1CCN(Cc2ccc3c(c2)OCO3)CC1	94	0.9	-0.4	91	11	0.66	-6	6	6	-6
O=C(CCCC(=O)OCC(F)(F)C(F)F)Nc1ccc(NC(=O)CCCC(=O)OCC(F)(F)C(F)F)cc1	99	2.0	-0.1	99	6	0.93	-13	13	1	-5
O=C(O/N=C/c1cccc([N+](=O)[O-])c1)C1CC1	101	-0.9	-0.3	104	1	1.2	4	-4	-1	-2
O=C(O)CN(Cc1ccco1)S(=O)(=O)c1ccc(F)cc1	105	1.5	0.2	104	-2	1	-1	1	-5	x
COc1ccc(CNC2CCCC2)c(OC)c1OC	104	1.3	-0.4	103	-4	1.1	x	x	-3	4
C(=N\C(/N=C/c1ccco1)c1ccco1)/c1ccco1	94	0.7	-0.3	105	0	0.76	-2	2	5	-3
COc1cccc(NC(=O)c2cc3c(=O)n4ccccc4nc3n(CC(C)C)c2=N)c1	98	-0.2	-0.1	115	-3	1.4	12	-12	2	-6
CC1=CC(=O)C=CC1(C)C(Cl)(Cl)Cl (configuration not stated)	103	1.8	-0.3	104	-3	0.99	-6	6	-4	2
O=C(Oc1cccc(NC(=O)c2ccco2)c1)c1ccc(Br)c(S(=O)(=O)N2CCCCC2)c1	100	2.2	0.1	100	2	1.4	8	-8	-1	-4
CC[C@H](C)[C@H](NC(N)=O)C(=O)NCCc1ccc(OC)c(OC)c1	101	1.8	0.2	105	-2	1	7	-7	-5	0
CCNC(=O)COC(=O)C1C(C(=O)OCC)=C(C)NC(C)=C1C(=O)OCC	104	0.4	-0.3	95	6	0.54	-4	4	-4	-8
CCS(=O)(=O)N1CCC(C(=O)NCc2cccc(OC)c2)CC1	108	-0.8	0.1	115	-13	1.2	-5	5	-9	-3
CC(=O)N1CC23C=CC(CC2CC12CCCCCC2)O3 (configuration not stated)	93	-0.6	-0.3	95	10	0.87	-6	6	6	-5
CCOCCOC(=O)C1=C(C)N(C)C(=O)NC1c1cc(Cl)c(O)c(OCC)c1 (configuration not stated)	101	0.5	-0.1	106	0	1.2	-15	15	0	-2
O=C(CSc1nnnn1Cc1ccccc1)N1CCN(c2ccccc2)CC1	98	0.5	0.2	108	-6	1.1	2	-2	2	0
Cc1ccn2c(NC(=O)c3cccs3)c(-c3ccccc3)nc2c1	109	-1.1	-0.1	101	-5	0.9	-40	40	-10	-2
CNc1nccc(-c2ccc(Cl)cc2)c1C#N	107	0.9	-0.2	94	9	1.5	7	-7	-9	-4
Cn1cc([N+](=O)[O-])c(C(=O)N(Cc2ccccc2)Cc2ccccc2)n1	104	-0.1	-0.1	100	2	1.2	2	-2	-4	-6
Cc1ccc(/C=C/C(=O)N2CCN(c3ncccn3)CC2)o1	90	2.1	-0.1	97	2	1.2	29	-29	10	-1
CCN(CC)S(=O)(=O)c1ccc2c(c1)nc(SCC(=O)N1CCCCCC1)n2-c1ccc(OC)cc1	104	3.8	-0.3	107	-2	0.8	12	-12	-5	-5
CS(=O)(=O)N(CC(=O)N1CCCC1)c1ccc(OCc2ccccc2)cc1	89	2.8	-0.1	89	17	0.77	-3	3	12	-1
CCOC(=O)C1CCCN(C(=O)c2ccc([N+](=O)[O-])c(C)c2)C1 (configuration not stated)	95	1.6	0.1	102	2	1.2	-12	12	5	0
COc1cc(C(O)P(=O)(OC(C)C)c2ccc(N(C)C)cc2)cc(OC)c1OC (configuration not stated)	103	-0.4	-0.4	103	3	2.1	-1	1	-3	-4
Cn1c(Cc2ccccc2)nnc1SCc1ccc(C(=O)O)cc1	88	1.0	-0.2	101	4	1.4	0	0	14	-8
CCOC(=O)c1cc2c(=O)n3ccccc3nc2n(Cc2ccccc2)c1=N	107	1.3	-0.2	102	-3	1	-4	4	-8	-7
CCN(CC)C(=O)CN1C(=O)NC2(CCc3ccccc3C2)C1=O (configuration not stated)	104	-0.1	-0.2	95	8	1.1	12	-12	-5	-10
N=C1/C(=C\c2ccc(-c3cc(Cl)cc(Cl)c3)o2)C(=O)N=C2SC=C(c3ccccc3)N12	105	2.8	-0.6	88	14	1.1	-10	10	-5	-5
CSC1=NCCN1C(=O)c1cccc(Br)c1	86	0.4	0.1	103	1	1.6	-5	5	15	-6
Cc1cc(=O)[nH]c(N/N=C/c2cccs2)n1	110	0.5	0.0	99	1	1.6	-6	6	-11	14
O=C(O)c1cnccn1	103	0.4	-0.3	107	-5	1	4	-4	-3	-1
C=CCNC(=O)/C(C#N)=C/c1ccc(OS(=O)(=O)c2ccc(C)cc2)c(OC)c1	98	15*	-0.1	101	-2	1.2	-14	14	2	-8
COc1ccc(N(C(=O)c2ccco2)S(=O)(=O)c2cccc([N+](=O)[O-])c2)cc1	103	5.1	-0.2	103	3	1.1	-13	13	-4	-9

Screening data (PubChem)
